# Screening data: PubChem, several laboratories
# T cell HTS – T cell immune modulators affecting CD8 T cell-vesicle binding. calls only at 7 µM. 2C CD8+ T cell-vesicle binding, flow cytometry; stronger effect = lower value. 330,000 compounds, 0.068% hits. AID 2052;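 active = response, share of CD8 T cells binding vesicles, and their 90th percentile fluorescence all below set limits, cut at about 80% in these data, passing the limit was not always enough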
#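 Assay system – 2C mouse CD8+ T cells · Also added – QL9-loaded Drosophila micro-vesicles · Timing – Cell–vesicle co-incubation 1.5 h at 37 °C, staining 20 min on ice · Signal – flow cytometry of vesicle-bound cells · Measure – percent CD8+ FL2 mean versus row control · Controls – Peptide-free naked vesicles (low) and QL9 vesicles with 0.7% DMSO vehicle (high)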
# Lipid droplet – modulators of hepatic lipid droplet formation | 240,000 compounds, 0.4% hits | AML12 mouse hepatocytes, oleate lipid droplets, BODIPY imaging | inhibition, % at 6.5 µM;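 active = lipid droplet intensity inhibited by at least 50%, with more than 500 cells counted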
#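 Test system: AML12 hepatocytes (mouse); reagent: oleate loading, 100 µM; dosing: one dose, 6.5 µM compound; incubation: overnight exposure; signal: fluorescence imaging, 20x objective, two fields per well; read-out basis: % inhibition of corrected integrated BODIPY droplet signal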
# PhoP inhibition – PhoP-dependent GFP reporter repression – Salmonella Typhimurium, primary screen (AID 1863); inhibition, % at 50 µM, or IC50 in µM where a hit was titrated; 300,000 compounds, 0.16% hits; S. Typhimurium PhoP-regulated promoter GFP reporter, 4 h; higher % means a stronger effect;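 active = inhibition over 29.93%, a cutoff 3 SD above the screen mean, later confirmed by dose response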;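 also: 0% = low Mg2+ inducing control and 100% = high Mg2+ repressing control; strong numbers were not always called active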
# Lipid droplet cells 6.5 µM – recorded beside Lipid droplet, whose call it bears; cell count; measured here: cell count, cytotoxicity flag;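 cells counted across two imaged fields per well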
# T cell HTS vesicle-bound % – recorded beside T cell HTS, whose call it bears; double positive events, %; measured here: CD8+ vesicle-bound cell fraction;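 binding gate set so that unloaded-vesicle control wells show 10% double positive cells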
# An asterisk follows results filed as active; i = inactive. Only part of the results is shown (hit frequency here may not be typical).
SMILES,T cell HTS,T cell HTS vesicle-bound %,Lipid droplet,Lipid droplet cells 6.5 µM,PhoP inhibition
CCOC(=O)c1sc(=NC(=O)c2cccc(Br)c2)n(C)c1C,i,16,-6,708,-4%
CCc1ccc(OCCOC(=O)Nc2ccccc2)cc1,i,50,-10,804,-3%
COC(=O)c1sc(NC(=O)c2cc(C)on2)nc1C,i,0,-1,820,-4%
COc1ccc(-c2cccc(NC(=O)COc3ccc(Cl)cc3)c2)nn1,i,41,19,745,-8%
CCOc1ccccc1CN1CCNC(=O)C1CC(=O)N(C)Cc1cnccn1 (stereo not drawn),i,70,2,847,-7%
O=C(CN(Cc1ccccc1Cl)C(=O)c1csnn1)NC1CCCC1,i,41,-6,818,-6%
O=c1c(-c2ccc(O)cc2)coc2c(C3O[C@H](CO)[C@@H](O)[C@H](O)[C@H]3O)c(O)ccc12 (stereo partly drawn),i,57,2,829,8%
COc1cccc(NC(=O)Cc2nnc(SCC(=O)NC3CCCC3)n2C)c1,i,44,-28,762,0%
CN1C(=O)C(=O)/C(=C(/O)c2ccccc2)C1c1ccccc1 (stereo not drawn),i,56,-2,783,0%
CCOc1ccc(NC(=O)C2CCCN2C(=O)Oc2ccccc2)cc1 (stereo not drawn),i,24,0,800,-3%
COC(=O)NCC(c1ccc2c(c1)OCO2)N1CCN(c2ccccc2)CC1 (stereo not drawn),i,29,-16,709,0%
COc1ccc(NC(=O)CN2C(=O)COc3ccc(S(=O)(=O)N4CCCCCC4)cc32)cc1,i,24,-78,640,2%
O=C(CN1C(=O)c2cccnc2Oc2ccc(Cl)cc21)NC1CCCC1,i,37,-10,720,6%
NC(=O)c1ccc(-n2nnnc2SCC(=O)NC2CCCCC2)cc1,i,27,-4,751,-9%
CCn1c(CNC(=O)c2ccccc2Br)nnc1SCC(=O)Nc1nncs1,i,40,-64,777,-10%
Cc1cccc(Cn2c(-c3ccc[nH]c3=O)nc3ccccc32)c1,i,51,-5,777,7%
O=C(NCc1ccc(Cl)cc1)C1CCN(C(=O)Cc2ccccc2)CC1,i,5,-2,818,2%
O=C(c1cccc(F)c1)N1CCN(C(=O)c2cc3nc(-c4ccco4)cc(C(F)(F)F)n3n2)CC1,i,27,7,772,5%
Cc1cccc(NC(=O)COC(=O)c2ccccn2)c1,i,42,3,771,4%
Cc1oc(-c2cccc(Cl)c2)nc1CS(=O)(=O)CC(=O)NC1CC1,i,17,-6,764,6%
C=CCn1c(SCC(=O)NC2CCCC2)nnc1-c1cccnc1,i,53,18,822,4%
CCNS(=O)(=O)c1ccc(C(=O)OCc2cc(=O)oc3cc(OC)ccc23)cc1,i,22,10,750,0%
CCc1ccc(CNc2ccc3c(c2)ncn3CC)cc1,i,19,8,838,9%
COc1ccc2nc(C)cc(NCc3cccc(C(F)(F)F)c3)c2c1,i,18,-30,744,18%
Cc1ccc(-c2csc(Cc3nc(-c4ccc5c(c4)CCC(=O)N5)cs3)n2)cc1,i,38,-19,735,6%
CC(C)(C)NC(=O)COc1ccc2oc3c(c2c1)CCCC3,i,32,-2,846,2%
Cc1ccccc1-n1c(SCC(=O)Nc2ccccc2Cl)nc2n[nH]c(C)c2c1=N,i,2,20,721,10%
CCOc1ccc(CN(C)C(=O)CNC(=O)c2ccc3ccccc3c2)cc1OC,i,36,88*,766*,5%
COc1cccc(CC(=O)N2CCC(n3nccc3NC(=O)C3CCOC3)CC2)c1 (stereo not drawn),i,72,4,823,4%
CC(C)c1ccc(NC(=O)CSc2nc3ncccc3[nH]2)cc1,i,34,29,768,-7%
CC(C)CN(CC(C)C)C(=O)c1cc(S(=O)(=O)N2CCCCC2)c[nH]1,i,22,-15,665,-4%
CCN(CC)C(=O)Cn1cc(S(=O)(=O)CC(=O)Nc2ccc(F)cc2F)c2ccccc21,i,16,14,682,-1%
O=C1C(=O)N(c2nccs2)C(c2ccccc2)/C1=C(\O)c1ccc2c(c1)OCCO2 (stereo not drawn),i,41,-3,760,4%
CN(C)CCN(C(=O)c1cccs1)c1nc2cc3c(cc2s1)OCCO3,i,64,4,852,2%
CS(=O)(=O)Nc1cccc(C2=NN(C(=O)c3ccco3)C(c3ccco3)C2)c1 (stereo not drawn),i,72,7,849,0%
N#Cc1ccc(C(=O)OCC(=O)NC2CCCC2)cc1,i,29,-1,846,-6%
Cc1c(C(=O)Nc2cc(F)cc(F)c2)cnn1-c1ccccc1,i,18,2,809,5%
CSc1cccc(NC(=O)Cn2cnc(S(=O)(=O)N3CCCC3)c2)c1,i,33,-7,735,-1%
CC(C)=CC(=O)N1CCCC(N2CCN(c3ccc(F)cc3)CC2)C1 (stereo not drawn),i,19,0,831,-6%
COc1cc(Cl)ccc1OCc1cc(C(=O)N2CCC(N(C)C)C2)no1 (stereo not drawn),i,66,-6,767,4%
Nc1nc2ccccc2n1CCOc1ccc(F)cc1,i,33,-13,750,10%
CCCCOP(=O)(c1ccc(N(C)C)cc1)C(O)c1c(Cl)cccc1Cl (stereo not drawn),i,20,-4,810,-2%
O=C(NCCc1ccccc1)/C(=C\c1ccc([N+](=O)[O-])cc1)NC(=O)c1ccco1,i,24,-7,810,8%
COc1ccccc1CNC(=O)C1CCC(CNS(=O)(=O)c2ccccc2)CC1 (stereo not drawn),i,24,-1,402,1%
CC1CN(C(C)C)C(C)CC1OC(=O)c1ccccc1 (stereo not drawn),i,53,-22,853,1%
Cc1ccc(CNC(=O)CN2C(=O)CSc3ccc(S(=O)(=O)N4CCCCC4)cc32)cc1,i,20,-23,768,4%
O=C(c1cc2cc(F)ccc2[nH]1)N1CCN(Cc2ccc3c(c2)OCO3)CC1,i,24,-38,717,-5%
COc1ccc(Cl)cc1NS(=O)(=O)c1cccc2cccnc12,i,53,-34,748,4%
CCOC(=O)N1CCN(C(=O)C(=O)Nc2sc3c(c2C(N)=O)CC(C)(C)OC3)CC1,i,7,10,708,-9%
CCOC(=O)N1CCN(C(=O)c2ccc3c(c2)NC(=O)/C(=C/c2ccccc2)S3)CC1,i,13,-12,691,-1%
CCOc1ccc(C2/C(=C(\O)c3ccc4c(c3)OCCO4)C(=O)C(=O)N2CCN2CCOCC2)cc1OC (stereo not drawn),i,17,4,684,1%
O=C(Nc1ccccc1C(=O)N1CCCC1)c1ncoc1-c1cccc(Cl)c1,i,27,-3,824,4%
C=CCNC(=O)CN1C(=O)c2cccc3cccc1c23,i,44,-16,774,9%
Cc1c(C)n(C)c2ccc(C(=O)NCCCN3CCCCC3C)cc12 (stereo not drawn),i,5,-21,724,-7%
COc1ccc(S(=O)(=O)Nc2ccc(S(=O)(=O)NCC3CCCO3)cc2)cc1 (stereo not drawn),i,52,8,707,-4%
Cc1ccc(C)c(S(=O)(=O)N2CCCOC2CNC(=O)C(=O)NCCc2ccccc2)c1 (stereo not drawn),i,13,-63,677,3%
O=Cc1coc2ccc3ccccc3c2c1=O,i,25,-7,782,23%
Clc1ccc(OCCCNCc2ccccc2)c2ccccc12,i,65,2,770,14%
COc1ccc(CNC(=O)CN(C)S(=O)(=O)c2ccc(Br)s2)cc1,i,21,-6,790,6%
N/C(=N\OC(=O)CC1CCCCC1)c1ccc(Br)cc1,i,68,-11,728,3%
# Additional structures follow:
SMILES,T cell HTS,T cell HTS vesicle-bound %,Lipid droplet,Lipid droplet cells 6.5 µM,PhoP inhibition
Cc1ccnc(NC(=O)c2ccc([N+](=O)[O-])s2)c1,i,17,-5,851,1%
Cc1ccc(C(=O)/C=C/c2cc(C#N)n(C)c2C)cc1,i,22,5,783,0%
COc1ccccc1C(CNC(=O)CSc1ccc2ccccc2c1)N(C)C (stereo not drawn),i,65,14,639,-4%
COc1cccc(C2N(Cc3ccccc3)C(=O)C2(F)F)c1OC (stereo not drawn),i,44,0,783,-5%
O=C(CN1CCc2cc3c(cc2C1)OCCCO3)Nc1c(F)cccc1F,i,50,-1,721,-1%
CC(=O)NC12CC3CC(C1)CC(C(=O)N(C)Cc1cccc(Cl)c1Cl)(C3)C2,i,10,-18,717,-3%
COc1ccc(NC(=O)CN(C)C(=O)c2ccc(-c3cccc(C(F)(F)F)c3)o2)cc1,i,10,2,736,6%
COc1ccc(N(CC(=O)Nc2ccc(OC)c(OC)c2)S(=O)(=O)c2ccccc2)cc1Cl,i,50,-9,854,7%
Cc1cccc(Nc2ccc3nonc3c2[N+](=O)[O-])c1C,i,12,-12,833,5%
O=C(Nc1ccc(N2CCOCC2)cc1)c1cccc2c(Br)cccc12,i,20,-76,791,0%
Cc1c(C(=O)Nc2c(F)cccc2F)sc2ncn(CC(=O)N3CCCCC3)c(=O)c12,i,11,13,741,-9%
COc1ccc(N2CCN(S(=O)(=O)CCNC(=O)c3cc(=O)c4ccccc4o3)CC2)cc1,i,20,-19,603,-4%
CCc1ccc(N2CCN(CCNC(=O)Nc3ccc(OC)cc3)CC2)cc1,i,59,-3,783,-7%
CC(=O)Nc1ccc(S(=O)(=O)NC(C)CCc2ccccc2)cc1 (stereo not drawn),i,23,7,803,4%
Cc1ccccc1-c1nc(C#N)c(N2CCC(C)CC2)o1,i,44,-6,799,5%
CCN(CC(=O)NCc1ccc(Cl)cc1)C(=O)CCc1ccccc1O,i,31,-2,805,8%
CCCNc1c(NS(=O)(=O)c2cccc(C#N)c2)c(=O)oc2ccccc12,i,54,-23,743,7%
COc1ccc(S(=O)(=O)N2CCOC2CNC(=O)C(=O)NCC(C)C)cc1OC (stereo not drawn),i,36,-10,664,-5%
CCOc1ccc(S(=O)(=O)N(CC)CC(=O)NCc2cccnc2)cc1C,i,37,-51,770,12%
CCOC(=O)C1CCCN(C2=NC(=O)/C(=C/c3ccc(OC)cc3)S2)C1 (stereo not drawn),i,52,-18,811,7%

# 18 successive entries out of the list so far, for reference:
SMILES,T cell HTS,T cell HTS vesicle-bound %,Lipid droplet,Lipid droplet cells 6.5 µM,PhoP inhibition
N/C(=N\OC(=O)CC1CCCCC1)c1ccc(Br)cc1,i,68,-11,728,3%
Cc1ccnc(NC(=O)c2ccc([N+](=O)[O-])s2)c1,i,17,-5,851,1%
Cc1ccc(C(=O)/C=C/c2cc(C#N)n(C)c2C)cc1,i,22,5,783,0%
COc1ccccc1C(CNC(=O)CSc1ccc2ccccc2c1)N(C)C (stereo not drawn),i,65,14,639,-4%
COc1cccc(C2N(Cc3ccccc3)C(=O)C2(F)F)c1OC (stereo not drawn),i,44,0,783,-5%
O=C(CN1CCc2cc3c(cc2C1)OCCCO3)Nc1c(F)cccc1F,i,50,-1,721,-1%
CC(=O)NC12CC3CC(C1)CC(C(=O)N(C)Cc1cccc(Cl)c1Cl)(C3)C2,i,10,-18,717,-3%
COc1ccc(NC(=O)CN(C)C(=O)c2ccc(-c3cccc(C(F)(F)F)c3)o2)cc1,i,10,2,736,6%
COc1ccc(N(CC(=O)Nc2ccc(OC)c(OC)c2)S(=O)(=O)c2ccccc2)cc1Cl,i,50,-9,854,7%
Cc1cccc(Nc2ccc3nonc3c2[N+](=O)[O-])c1C,i,12,-12,833,5%
O=C(Nc1ccc(N2CCOCC2)cc1)c1cccc2c(Br)cccc12,i,20,-76,791,0%
Cc1c(C(=O)Nc2c(F)cccc2F)sc2ncn(CC(=O)N3CCCCC3)c(=O)c12,i,11,13,741,-9%
COc1ccc(N2CCN(S(=O)(=O)CCNC(=O)c3cc(=O)c4ccccc4o3)CC2)cc1,i,20,-19,603,-4%
CCc1ccc(N2CCN(CCNC(=O)Nc3ccc(OC)cc3)CC2)cc1,i,59,-3,783,-7%
CC(=O)Nc1ccc(S(=O)(=O)NC(C)CCc2ccccc2)cc1 (stereo not drawn),i,23,7,803,4%
Cc1ccccc1-c1nc(C#N)c(N2CCC(C)CC2)o1,i,44,-6,799,5%
CCN(CC(=O)NCc1ccc(Cl)cc1)C(=O)CCc1ccccc1O,i,31,-2,805,8%
CCCNc1c(NS(=O)(=O)c2cccc(C#N)c2)c(=O)oc2ccccc12,i,54,-23,743,7%

# More results follow:
SMILES,T cell HTS,T cell HTS vesicle-bound %,Lipid droplet,Lipid droplet cells 6.5 µM,PhoP inhibition
Cc1cc(NS(=O)(=O)c2ccc(C(C)C)cc2)no1,i,50,6,862,2%
CN(Cc1ccncn1)C(=O)C1CCC(=O)N(Cc2cccc(C(F)(F)F)c2)C1 (stereo not drawn),i,8,-3,767,8%
O=C(NC1CCSc2ccccc21)c1ccccc1Br (stereo not drawn),i,64,-17,697,-7%
COc1cc(-c2noc(CCC(=O)NC3CCCC3)n2)cc(OC)c1OC,i,31,-8,822,-6%
O=C(Nc1nccs1)C(Br)C(Br)c1ccccc1 (stereo not drawn),i,46,1,816,2%
O=C(NCCO)c1ccc2nc(Cc3cccc(Cl)c3)oc2c1,i,57,0,799,-4%

# Arranged by formula weight (low to high): three of the compounds above.
SMILES,T cell HTS,T cell HTS vesicle-bound %,Lipid droplet,Lipid droplet cells 6.5 µM,PhoP inhibition
CCc1ccc(CNc2ccc3c(c2)ncn3CC)cc1,i,19,8,838,9%
Cc1cc(NS(=O)(=O)c2ccc(C(C)C)cc2)no1,i,50,6,862,2%
CSc1cccc(NC(=O)Cn2cnc(S(=O)(=O)N3CCCC3)c2)c1,i,33,-7,735,-1%
